High-throughput results deposited in PubChem by several laboratories.
T cell HTS: modulates CD8 T cell binding to vesicles; 2C CD8+ T cell-vesicle binding, flow cytometry; hits give low values; calls only at 7 µM; hit rate 0.068% among 330,000; AID 2052;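 active = response, share of CD8 T cells binding vesicles, and their 90th percentile fluorescence all below set limits, cut at about 80% in these data, passing the limit was not always enough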
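material = purified 2C TCR transgenic mouse naive CD8+ T cells | controls = Unloaded micro-vesicles (low), QL9 vesicles with 0.7% DMSO (high) | detection = cytometric PE anti-B7-1 and Alexa647 anti-CD8 signals after 1% paraformaldehyde fixation | incubation = binding step 1.5 h, 37 °C, antibody labelling 20 min, ice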
Lipid droplet: hepatic lipid droplet formation modulation | hit rate 0.4% among 240,000 | AID 1656 | AML12 mouse hepatocytes, oleate lipid droplets, BODIPY imaging | inhibition, % at 6.5 µM;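 active = lipid droplet intensity inhibited by at least 50%, with more than 500 cells counted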
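Test system: AML12 hepatocytes (mouse); reagent: oleate loading, 100 µM; dosing: one dose, 6.5 µM compound; incubation: overnight exposure; signal: fluorescence imaging, 20x objective, two fields per well; read-out basis: % inhibition of corrected integrated BODIPY droplet signal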
Lipid droplet cells 6.5 µM: recorded beside Lipid droplet, whose call it bears; cell count; measured here: cell count, cytotoxicity flag;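 cells counted across two imaged fields per well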
T cell HTS vesicle-bound %: second read-out of T cell HTS, no call of its own (marks repeat the call); double positive events, %; measured here: CD8+ vesicle-bound cell fraction;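 binding gate set so that unloaded-vesicle control wells show 10% double positive cells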
Active calls of the source: *; i = inactive. Only part of the results is shown; count on the stated rates, not on these rows.

SMILES	T cell HTS	T cell HTS vesicle-bound %	Lipid droplet	Lipid droplet cells 6.5 µM
Cc1ccc(CNC(=O)CCc2c(C)nn(-c3ccc(N4CCOCC4)nn3)c2C)cc1	i	6	14	656
CN(C(=O)c1ccc2c(=O)n3c(nc2c1)CCCCC3)c1ccccc1F	i	56	-1	717
O=C(Nc1ccc(N2CCN(C(=O)c3cccs3)CC2)cc1)c1cccc(F)c1	i	26	2	749
CCN1CCN(c2cc(C)c3cc(NC(=S)NCCCOC)ccc3n2)CC1	i	26	-14	812
CC1CCCC(NS(=O)(=O)c2cccc3nsnc23)C1C (stereo unspecified)	i	3	-1	713
CCC(=O)N(CCc1ccccc1)Cc1cc2cccc(C)c2[nH]c1=O	i	56	-6	805
COc1ccc(CNC(=O)CSc2nnc(NC(=O)C3CC3)s2)cc1	i	42	21	669
COc1ccc(CO[C@@H]2O[C@H](CO)[C@@H](O)[C@H](O)[C@H]2NC(C)=O)cc1OC	i	35	-3	814
CN(CC1CCCO1)S(=O)(=O)c1ccc(C(=O)Nc2ccc([N+](=O)[O-])cc2)cc1 (stereo unspecified)	i	25	1	854
Cn1c(COc2ccccc2)nnc1SCC(=O)Nc1ccc(N2CCOCC2)cc1	i	37	-4	741
CCOc1ccc(S(=O)(=O)N2CCC(C(=O)NCc3cccnc3)CC2)cc1C	i	12	-4	772
Nc1c(Cl)ncnc1NCc1cccnc1	i	43	8	793
Cc1cc(C)c(C(=O)COC(=O)Cn2c(C)csc2=O)cc1C	i	6	16	869
Cc1c(O)ccc2c(=O)c(Oc3ccccc3)coc12	i	15	8	805
CC(C)c1ccc(CCNC(=O)c2cccc(S(=O)(=O)N3CCN(C)CC3)c2)cc1	i	16	-10	685
COc1cccc(CCNC(=O)CCc2nnc(Cc3cc(OC)ccc3OC)o2)c1	i	58	-2	831
O=C(Nc1ccccc1C(=O)NCCN1CCOCC1)c1cccc([N+](=O)[O-])c1	i	48	1	842
O=C(Cn1cnc(S(=O)(=O)N2CCCC2)c1)Nc1ccc(OC(F)(F)F)cc1	i	23	20	739
CCN(CC)c1ccc(/C=N/NC(=O)c2nnn(-c3nonc3N)c2C(C)C)c(O)c1	i	33	-53	428
Cc1ccc(/C=C/c2ccc3cccc(O)c3n2)s1	i	17	-21	802
O=C(CN(C(=O)c1csnn1)c1ccc2c(c1)OCCO2)NCc1ccccc1	i	25	7	829
O=C(Nc1ccccc1Oc1cccnc1)C1CCCN(Cc2ccccc2O)C1 (stereo unspecified)	i	34	-25	692
CCCc1cc(=O)oc2cc(C)cc(OCC(=O)Nc3ccccn3)c12	i	15	16	687
Cc1cccnc1CC(C)NC(=O)c1cc(COc2cncc(Cl)c2)on1 (stereo unspecified)	i	33	4	704
Cc1ccc(S(=O)(=O)N/N=C\c2ccc([N+](=O)[O-])o2)cc1C	i	11	-7	657

An excerpt from above in order of heavy-atom count, low to high:
SMILES	T cell HTS	T cell HTS vesicle-bound %	Lipid droplet	Lipid droplet cells 6.5 µM
Cc1ccc(S(=O)(=O)N/N=C\c2ccc([N+](=O)[O-])o2)cc1C	i	11	-7	657
Cc1cc(C)c(C(=O)COC(=O)Cn2c(C)csc2=O)cc1C	i	6	16	869
O=C(CN(C(=O)c1csnn1)c1ccc2c(c1)OCCO2)NCc1ccccc1	i	25	7	829

Fetched by compound from the list above, 7 records:
SMILES	T cell HTS	T cell HTS vesicle-bound %	Lipid droplet	Lipid droplet cells 6.5 µM
Cn1c(COc2ccccc2)nnc1SCC(=O)Nc1ccc(N2CCOCC2)cc1	i	37	-4	741
CCC(=O)N(CCc1ccccc1)Cc1cc2cccc(C)c2[nH]c1=O	i	56	-6	805
Cc1ccc(S(=O)(=O)N/N=C\c2ccc([N+](=O)[O-])o2)cc1C	i	11	-7	657
Cc1ccc(CNC(=O)CCc2c(C)nn(-c3ccc(N4CCOCC4)nn3)c2C)cc1	i	6	14	656
COc1ccc(CNC(=O)CSc2nnc(NC(=O)C3CC3)s2)cc1	i	42	21	669
Cc1c(O)ccc2c(=O)c(Oc3ccccc3)coc12	i	15	8	805
O=C(Nc1ccccc1Oc1cccnc1)C1CCCN(Cc2ccccc2O)C1 (stereo unspecified)	i	34	-25	692

Full records, quoted from the list.
CN(C(=O)c1ccc2c(=O)n3c(nc2c1)CCCCC3)c1ccccc1F reads T cell HTS = i; T cell HTS vesicle-bound % = 56; Lipid droplet = -1; Lipid droplet cells 6.5 µM = 717
CN(CC1CCCO1)S(=O)(=O)c1ccc(C(=O)Nc2ccc([N+](=O)[O-])cc2)cc1 (stereo unspecified) reads T cell HTS = i; T cell HTS vesicle-bound % = 25; Lipid droplet = 1; Lipid droplet cells 6.5 µM = 854
COc1ccc(CO[C@@H]2O[C@H](CO)[C@@H](O)[C@H](O)[C@H]2NC(C)=O)cc1OC reads T cell HTS = i; T cell HTS vesicle-bound % = 35; Lipid droplet = -3; Lipid droplet cells 6.5 µM = 814

Some values from the results shown:
Entry of Cc1ccc(/C=C/c2ccc3cccc(O)c3n2)s1 in T cell HTS vesicle-bound %: 17
Entry of CCC(=O)N(CCc1ccccc1)Cc1cc2cccc(C)c2[nH]c1=O in Lipid droplet cells 6.5 µM: 805

Going on with the list.
SMILES	T cell HTS	T cell HTS vesicle-bound %	Lipid droplet	Lipid droplet cells 6.5 µM
Cc1nc(NCc2ccc(S(N)(=O)=O)cc2)c2c(C)c(C)sc2n1	i	23	2	809
CCOc1cccc2sc(N(CCN(C)C)C(=O)c3ccc4c(c3)OCCO4)nc12	i	64	-6	675
CC(=O)c1cccc(NC(=O)/C(=C\c2cccnc2)NC(=O)c2ccc(C)cc2)c1	i	15	2	845
Cc1cc2nc(-c3ccc[nH]c3=O)[nH]c2cc1C	i	23	22	874
CC(=O)Nc1nnc(SCC(=O)NCc2ccc3c(c2)OCO3)s1	i	26	-2	800
O=C(O)c1ccccc1C(=O)Nc1c(-c2ccccc2)nc2ccccn12	i	50	-1	806
COc1ccc(CCC(=O)NNC(=O)c2ccc(F)cc2)cc1	i	21	3	757
Cc1ccc(Cc2c(C)nc3nc(SCC(=O)NCCCN4CCCCC4)nn3c2C)cc1	i	27	-43	779
Cc1nc(C)c(-c2ccc(SCc3ccc(Cl)cc3)nn2)s1	i	50	19	743
CC1=C(C(=O)OC(C)C)C(c2ccccc2)NC(=O)N1C (stereo unspecified)	i	40	-16	830
O=C(COc1ccc(S(=O)(=O)N2CCOCC2)cc1Cl)NCCN1CCOCC1	i	33	-3	699
CCn1ccnc1CN(C)C(=O)c1ccc(OC2CCN(CCc3ccccc3)CC2)cc1	i	4	25	698
CC(C)(C)OC(=O)CNC(=O)c1[nH]cnc1C(=O)NCC(=O)OCc1ccccc1	i	25	6	814
Cc1cc(C)c(S(=O)(=O)N2CCN(S(=O)(=O)N3CCOCC3)CC2)c(C)c1	i	25	-20	776
Cc1ccc(S(=O)(=O)NCCc2cn3nc(C)c(C)nc3n2)cc1C	i	38	-9	687
COC(=O)c1ccc(Nc2ncnc3sccc23)cc1	i	8	8	826
Cc1ccc(NC(=O)NCc2cccnc2)cc1Cl	i	56	10	685
CN(C)c1oc(/C=C/c2cccs2)nc1S(=O)(=O)c1ccccc1	i	14	-43	735
COc1ccc(-c2noc(C(C)NC(=O)c3ccco3)n2)cc1OC (stereo unspecified)	i	44	8	695
COC(=O)C1CN(C(=O)C(C)Oc2ccccc2Cl)c2ccccc2O1 (stereo unspecified)	i	36	-3	705
O=C(Nc1ccc(Cc2nc3ccccc3s2)cc1)c1ccncc1	i	37	-4	794
O=[N+]([O-])c1ccccc1S(=O)(=O)N1CCN(c2ccccc2)CC1	i	15	-21	798
O=C(Nc1ccccc1)Nc1ccc2c(c1)CCC2	i	60	5	888
CCn1c(C(O)c2cc(OC)ccc2OC)nc2ccccc21 (stereo unspecified)	i	56	-1	797
COc1ccccc1/C=C/C=N/Nc1cccc(C(=O)O)c1	i	11	-5	766

(list continues)
SMILES	T cell HTS	T cell HTS vesicle-bound %	Lipid droplet	Lipid droplet cells 6.5 µM
COc1ccccc1CN1CCC(n2nccc2NC(=O)CCOc2ccccc2)CC1	i	9	-20	541
CC(C)(C)c1ccc(C(=O)NC(=S)N2CCCC2)cc1	i	60	-15	578
O=C(CCS(=O)(=O)c1ccc(Cl)cc1)Nc1ccc(F)cc1	i	23	9	845
CCCCCCCOc1ccc(C2CC(=O)N(C)C2=O)cc1 (stereo unspecified)	i	54	8	851
CC(=O)CCSc1ncnc2sc(-c3ccccc3)cc12	i	74	-5	627
CC1=CCC2C(=O)N(c3cccc(C(=O)Nc4ccc(Cl)cc4)c3)C(=O)C2C1 (stereo unspecified)	i	55	-10	824
C/C(=N\NC(=O)c1cc(Br)ccc1O)c1ccccn1	i	61	-4	797
COc1ccc(C(=O)NNC(=O)c2ccncc2)cc1[N+](=O)[O-]	i	26	26	677
CCc1ccccc1NC(=O)CCN1C(=O)C2CC=CCC2C1=O (stereo unspecified)	i	29	-3	803
OC(COCc1ccc(Cl)cc1)CN1CCCCC1 (stereo unspecified)	i	26	-1	635
CCCNC(=O)CN1CCC(c2nc3ccccc3[nH]2)CC1	i	43	12	748
Cc1ccc(S(=O)(=O)/N=C(/Nc2cccc(C(=O)O)c2)c2ccccc2)cc1	i	6	7	845
COCCNC(=O)c1ccc(CS(=O)(=O)c2ccccc2C)o1	i	38	-5	408
COc1ccc(CN2CCN(Cc3ccccc3F)CC2)c(OC)c1	i	26	-2	412
COc1ccc(N2CCN(C(=O)c3ccc(CS(=O)Cc4ccc(C)cc4)o3)CC2)cc1 (stereo unspecified)	i	12	3	714
CCOC(=O)Cc1csc(NC(=O)COc2ccc3c(c2)CCC3)n1	i	63	-1	639
COc1ccc(NC2CCCN(C(=O)CCN3CCCC3=O)C2)cc1 (stereo unspecified)	i	33	-2	733
COc1ccc(CCNC(=O)CN2C(=O)COc3ccc(S(=O)(=O)N4CCOCC4)cc32)c(OC)c1	i	31	-3	659
O=c1c2ccccc2ncn1Cc1ccc2c(c1)OCO2	i	59	-3	825
C/C(=N\NC(=O)c1nnn(-c2nonc2N)c1-c1cccs1)c1ccc(C)cc1	i	8	-2	726
CCOc1ccccc1NC(=O)CCS(=O)(=O)c1ccc(Br)cc1	i	11	2	831
O=C(NC1CC1)c1sc2ccccc2c1Cl	i	9	4	781
CN1CCN(S(=O)(=O)Cc2ccccc2Cl)CC1	i	59	-5	689
COc1ccc(OCC(=O)N2CCC(n3nccc3NC(=O)C3CC3)CC2)cc1	i	26	18	774
O=C(COc1ccc(Br)cc1Br)NNC(=O)c1cccs1	i	24	-3	751

More results:
SMILES	T cell HTS	T cell HTS vesicle-bound %	Lipid droplet	Lipid droplet cells 6.5 µM
COc1ccc(CN(Cc2nc3ccccc3c(=O)[nH]2)C(=O)c2ccco2)cc1	i	9	0	762
O=C(Cn1c(=O)c2cccn2c2cccnc21)N1CCN(c2ccccc2F)CC1	i	50	-2	731
O=C(CN(C(=O)CNC(=O)c1cccs1)c1ccc(F)cc1)NC1CCCCC1	i	37	-31	771
Cc1nc(N)sc1-c1csc(Nc2ccc(S(N)(=O)=O)cc2)n1	i	57	1	821
Cc1ccc(CN(C)C(=O)C2CCC(=O)N(C3CCCCCC3)C2)cc1 (stereo unspecified)	i	7	2	802
O=C(O)CCN1C(=O)/C(=C\c2ccc(OCc3ccccc3)c(OCc3ccccc3)c2)SC1=S	i	70	-17	749
S=C(NCc1ccco1)Nc1ccc(Cl)cn1	i	0	-1	847
CCn1cc(C(=O)NN)c(=O)c2cc(F)c(N3CCOCC3)cc21	i	32	-22	820
COc1cc(NC(=O)c2c(F)c(F)c(OC)c(F)c2F)ccc1NC(=O)c1cccs1	i	30	7	692
COc1cccc(N2CCN(c3ccc4nnc(CCC(=O)Nc5ccccn5)n4n3)CC2)c1	i	24	-5	722
CC(=O)Nc1ccc(NC(=O)C2CCCCN2S(=O)(=O)c2ccc(C(C)(C)C)cc2)cc1 (stereo unspecified)	i	28	-14	798
CCOc1ccc(CNS(=O)(=O)c2c(C)nc3sccn3c2=O)cc1OC	i	3	9	802
O=C1CCCN1CCCNc1ccc2nnc(CCC(=O)N3CCN(c4ccccc4)CC3)n2n1	i	66	5	845
CCn1ncc(S(=O)(=O)NCc2ccccc2Cl)c1C	i	16	-2	831
COc1ccc(NC(=O)Nc2c[nH]c(=O)[nH]c2=O)cc1OC	i	13	-7	847
Cc1ccc2[nH]c(=O)c3cc(C(=O)NC(C)C)sc3c2c1	i	44	-23	837
Cc1ccc(CCC(=O)Nc2ccc(CC(=O)O)cc2)o1	i	21	4	865
CC1CCC2(CC1)NC(=O)N(CC(=O)c1ccc(Cl)s1)C2=O (stereo unspecified)	i	16	14	808
CCCCCCc1ccc(OC(=O)c2ccncc2)cc1	i	23	-4	806
O=S1(=O)CCO[C@H]2Cc3ccccc3[C@H]2N1Cc1ccccc1F	i	15	0	814
CSc1ccc(CCNS(=O)(=O)c2c(C)[nH]c(C)c2C(=O)N2CCCCC2)cc1	i	13	-17	658
O=C(c1ccc(CS(=O)Cc2ccc(Cl)cc2)o1)N1CCN(c2ccccc2)CC1 (stereo unspecified)	i	3	-18	686
CCCn1c(=O)c(C(=O)NNC(=O)c2cccc([N+](=O)[O-])c2)c(O)c2ccccc21	i	20	15	719
COc1cc(C(=O)NNC(=O)c2ccco2)cc(OC)c1OC	i	53	-23	354
